# Screening data as filed in PubChem.
# RXFP1 ag – agonists of human relaxin receptor RXFP1; Q9HBX9; Potency, µM (series often up to 57.5 µM), for the others: top-dose activation, hits mostly activators; actives 0.3% (n = 370,000); HEK293T-RXFP1 cAMP TR-FRET, 30 min; response scale: percent of porcine relaxin response, buffer zero; further: potency means the concentration at half of the fitted maximal effect; on the % scale 0 is the no-effect control and ±100 the full control effect; nearly all actives have a fitted effect of over 60% in size; many of its hits are not listed in these tables
# Target sequence (Q9HBX9 whole entry, looked up): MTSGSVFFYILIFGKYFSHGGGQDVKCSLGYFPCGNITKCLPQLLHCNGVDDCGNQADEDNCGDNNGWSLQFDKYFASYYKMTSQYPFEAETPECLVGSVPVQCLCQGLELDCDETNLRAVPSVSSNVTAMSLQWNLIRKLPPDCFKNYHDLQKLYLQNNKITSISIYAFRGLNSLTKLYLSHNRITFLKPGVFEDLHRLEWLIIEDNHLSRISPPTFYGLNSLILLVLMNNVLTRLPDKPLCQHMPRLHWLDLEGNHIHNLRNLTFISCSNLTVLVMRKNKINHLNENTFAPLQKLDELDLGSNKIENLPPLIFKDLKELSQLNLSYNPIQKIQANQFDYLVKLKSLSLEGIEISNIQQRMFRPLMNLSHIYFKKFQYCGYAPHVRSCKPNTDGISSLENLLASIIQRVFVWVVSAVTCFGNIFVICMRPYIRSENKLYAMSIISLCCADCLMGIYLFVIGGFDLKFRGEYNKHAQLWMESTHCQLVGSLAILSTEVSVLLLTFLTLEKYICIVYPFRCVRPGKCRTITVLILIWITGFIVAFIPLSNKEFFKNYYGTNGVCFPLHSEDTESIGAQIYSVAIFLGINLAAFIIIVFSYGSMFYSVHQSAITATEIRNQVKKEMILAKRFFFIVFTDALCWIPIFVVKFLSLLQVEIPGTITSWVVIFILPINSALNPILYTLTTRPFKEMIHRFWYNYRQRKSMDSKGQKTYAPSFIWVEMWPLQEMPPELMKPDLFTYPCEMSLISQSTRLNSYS
#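 HEK293 cells stably expressing RXFP1, treated 30 min at 37C with compounds plus PDE4 inhibitor Ro 20174; cAMP measured by HTRF TR-FRET. Normalized to buffer and 29 nM porcine relaxin; EC50 by Hill fit.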
# GRP78 ERSR act – inducers of ER stress response in human glioma cells; U87-MG GRP78 promoter luciferase reporter, 16 h; Potency, µM, for the others: at the highest dose activation, hits mostly activators; actives 0.02% (n = 420,000); AID 602332; further: potency means the concentration at half of the fitted maximal effect; series mostly up to about 76 µM; % of control where 0% means no effect; nearly all actives have a fitted effect of over 35% in size
#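 Stably transfected U87-MG glioma cells carrying a GRP78-based luciferase sensor; 16 h compound incubation. Luminescence end-point read 10 min after Bright-Glo addition at room temperature.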
# D1 potentiator – potentiators of human D1 dopamine receptor. P21728. HEK293 TREx D1 cells, calcium flux, dopamine EC20 potentiation. potentiation, % at 10 µM. actives 0.036% (n = 360,000). AID 504651; in the data active means potentiation above about 30%; further: 0% is about no effect
# D1 agonist – human D1 receptor agonism; HEK293 T-REx D1 cells, calcium flux, agonist mode; activation, % at 2 µM; actives 1% (n = 360,000); AID 504660; in the data active means activation above about 30%; further: 0% is about no effect
#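 Inducible HEK293 T-REx D1 cells, force-coupled to calcium signalling, were plated at 4000 cells/well with tetracycline and held overnight at 30 C. After no-wash calcium dye loading, compound-evoked calcium rise over 180 s flagged agonists.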
# Vif-A3F inh – inhibitors of Vif-A3F interaction. HeLa A3F-eYFP + Vif (tagged APOBEC3F with the HIV-1 protein that degrades it), YFP fluorescence increase. Potency, µM (top dose mostly 46.1 µM), for inactives: at the top dose activity, negative = active. actives 0.2% (n = 390,000). AID 602313; further: potency means the concentration at half of the fitted maximal effect; % of control where 0% means no effect; nearly all actives have a fitted effect of over 65% in size
#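 Fluorescence increase (Ex 488/Em 500-530) after overnight compound treatment at 37 deg C flags inhibition of Vif-driven A3F-eYFP loss in stable HeLa A3F-eYFP/Vif cells seeded overnight beforehand.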
# Vif-A3G inh – blocks the Vif interaction with human APOBEC3G; Q9HC16; HeLa A3G-eYFP + Vif (tagged APOBEC3G with the HIV-1 protein that degrades it), YFP fluorescence, overnight; Potency, µM (doses to about 46.1 µM), for the others: at the highest dose activity, negative = active, most hits filed as inhibitors; actives 0.076% (n = 410,000); AID 602310;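 further: potency means the concentration at half of the fitted maximal effect; on the % scale 0 is the no-effect control and ±100 the full control effect; nearly all actives have a fitted effect of over 60% in size; hits raise eYFP signal because A3G escapes Vif-driven loss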
#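 Read-out is eYFP fluorescence (Ex 488/Em 500-530) from Vif-expressing HeLa A3G-eYFP cells; more signal means A3G escaped Vif-mediated degradation. Cells plated overnight, compound pinned in, incubated overnight at 37 deg C.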
# RXFP1 antag – blocks the human relaxin receptor RXFP1; activity change, negative = inhibition, % at 57.5 µM; actives 0.59% (n = 350,000); HEK293-RXFP1, relaxin-stimulated cAMP HTRF, 30 min; stronger effect = lower value; Q9HBX9; AID 1259400;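 active means activity change of -60% or lower, but not beyond a set lower limit; inconclusive means change between -60% and -40%, or beyond the set limit; inactive means change above -40%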; further: on the % scale 0 is the no-effect control and ±100 the full control effect
# D1 antag – blocks dopamine activation of the human D1 receptor | activity change, negative = inhibition, % at 10 µM | actives 3.2% (n = 360,000) | HEK293 TREx D1 cells, calcium flux, dopamine EC80; stronger effect = lower value | P21728; in the data active means activity change below about -30%; further: on the % scale 0 is the no-effect control and ±100 the full control effect
#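 Tetracycline-induced HEK293 T-REx cells with force-coupled D1 receptor were loaded with a no-wash calcium dye. Compound was added after a 10 s baseline and read kinetically for 180 s; EC80 dopamine was then added and calcium flux followed another 180 s.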
# D2 PAM – positively modulates the human D2 dopamine receptor allosterically; potentiation, % at 10 µM; actives 0.34% (n = 340,000); HEK293 T-REx D2, calcium flux, EC20 dopamine potentiation; P14416; AID 485347;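 active means potentiation over 3 SD above the plate norm, cut at about 30% in these data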; further: 0% is about no effect
#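 Using a no-wash calcium dye in inducible, force-coupled HEK293 Trex cells expressing D2, we tracked fluorescence each second for 180 s after compound, then for 180 s after EC20 dopamine to detect augmented signalling.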
# * = called active by the depositor; ? = inconclusive; . = no result given; & = joins results of further samples. Unless noted, the call rests on the fitted dose curve; in most records, active means well fitted curve in the direction sought with a large enough effect; inconclusive means small, poorly fitted or top-dose-only effect, or another doubt; inactive means no such curve, though single readings can be large; an effect the other way counts as inactive or inconclusive. Not all compounds are listed; the hit share may differ from the screen's.
cpd | canonical_smiles | RXFP1 ag | GRP78 ERSR act | D1 potentiator | D1 agonist | Vif-A3F inh | Vif-A3G inh | RXFP1 antag | D1 antag | D2 PAM
1 | Cc1ccc(/C=N/n2c(C)nc3ccccc3c2=O)o1 | 6.9% | 1% | -10 | 3 | -5% | -1% | -6 | -4 | -1
2 | CCn1cc(C(=O)N2CCN(c3ccc([N+](=O)[O-])cc3)CC2)c(=O)c2ccc(C)nc21 | 0.1% | -2% | -2 | 2 | 1% | 2% | . | 9 | 8
3 | Cc1ccc(S(=O)(=O)N2CCN(Cc3noc(CCC(=O)N4CCCCC4)n3)CC2)c(C)c1 | 4.6% | -5% | -2 | 7 | 2% | 0% | -9 | -9 | -1
4 | CC(C)CC1C(=O)N(Cc2cn(CCC3OCCO3)nn2)CCS(=O)(=O)N1Cc1ccc(-c2ccc(F)nc2)cc1 (centres undefined) | . | 0% | . | . | 5% | -5% | -9 | . | .
5 | C#C[C@]1(OC(C)=O)CCC2C3CCC4=CC(=O)CC[C@@H]4C3CC[C@@]21C (some centres undefined) | 2.9% | -2% | -3 | 3 | 0% | -1% | . | -15 | 7
6 | Cc1cc(NC(=O)CCCn2nc([N+](=O)[O-])c(Cl)c2C)no1 | -0.7% | -3% | 2 | 0 | 1% | -1% | -1 | -2 | 0
7 | Cc1cc(N2CCOCC2)nc(N2CCOCC2)n1 | 0.0%&-0.9% | -1% | -5&3 | 2&4 | -15% | -1% | -35 | 6&-2 | 17&-5
8 | O=CN1N=C(c2ccccc2)CC1c1ccccc1[N+](=O)[O-] (centres undefined) | 1.5% | -4% | -12 | 0 | -1% | -2% | -3 | -11 | 4
9 | COC(=O)c1ccc(NC(=O)CN(c2ccc(OC)cc2)S(C)(=O)=O)cc1 | 0.0% | 6% | -2 | 2 | -9% | 1% | -14 | -26 | -8
10 | COc1ccccc1-c1cc2ccccc2[nH]1 | 2.4% | 1% | 0 | -1 | 5% | -6% | 2 | -6 | 2
11 | COc1cc(C(C)=NNC(=O)c2ccncc2)ccc1O | . | -3% | . | . | -2% | 0% | -4 | . | .
12 | CCN(CC)C(=O)CN1CCC(c2nc3cc(C)c(C)cc3[nH]2)CC1 | 1.5% | -1% | -6 | 3 | -4% | -6% | 1 | 24 | 2
13 | COc1ccccc1NC(=O)c1ccc(S(=O)(=O)N(C)C)cc1 | 1.5% | -1% | 0 | 3 | 1% | 2% | . | 7 | 15
14 | CCN(Cc1ccncc1)C(=O)c1ccc(C)o1 | -0.2% | -2% | -2 | 5 | 0% | -10% | 7 | 16 | 19
15 | O=C(CCN1CCOCC1)Nc1ccccc1 | 2.2% | -3% | 6 | 2 | -5% | -6% | -4 | -14 | 10
16 | CS(=O)(=O)NN1C(=O)c2ccccc2NC1c1cc2ccccc2nc1Cl (centres undefined) | 2.7% | 5% | 1 | 0 | 0% | -2% | -5 | -14 | 11
17 | OCCCNc1nc(-c2ccccc2)c2cc(Cl)ccc2n1 | . | 1% | . | . | 4% | -12% | -21 | . | .
18 | CCOc1ccc(CC(=O)NCc2ccc3c(c2)CCN3C(=O)c2ccccc2)cc1OCC | 0.5% | -2% | -2 | 2 | -12% | -8% | -29 | 14 | 8
19 | O=C(NCCC1CCCCN1S(=O)(=O)c1cccs1)C(=O)Nc1cccc(F)c1 (centres undefined) | -1.5% | 1% | -6 | 14 | 1% | -6% | 6 | -11 | 13
20 | CC(=O)c1cccc(S(=O)(=O)Nc2ccc(N3CCOCC3)cc2)c1 | 0.0% | -3% | -5 | 8 | -5% | 6% | -39 | -14 | -8
21 | CCOC(=O)c1ccc(NC(=S)Nc2cc(C)cc(C)n2)cc1 | 15% | -3% | -3 | 4 | 2% | 0% | 5 | 11 | -11
22 | CCCCn1nnnc1SCC(=O)c1ccccc1F | 1.4% | 0% | 1 | 3 | -3% | -1% | -7 | 19 | -3
23 | COc1cc(/C=N/Nc2ccc([N+](=O)[O-])cn2)cc(OC)c1O | 3.6% | 1% | -9 | 1 | -5% | -12% | 2 | 23 | -7
24 | O=C(CCCn1c(=O)c2sccc2n(Cc2cccc(Cl)c2)c1=O)NCc1ccc2c(c1)OCO2 | 2.8% | -4% | 4 | 5 | ? | -10% | -18 | -8 | -12
25 | COCCCNc1ncnc2c1cnn2-c1ccc(C)cc1C | 1.7% | 1% | -2 | 1 | -1% | -4% | -16 | -18 | 3
26 | O=C(COC(=O)C1C2CC3OC(=O)C1C3C2)Nc1cccc(C(F)(F)F)c1 (centres undefined) | -3.6% | -3% | . | 16 | 8% | 0% | -3 | 3 | 6
27 | Cc1cccc(OC(=O)c2cc(-c3ccc(Cl)cc3)on2)c1C | 4.1% | -3% | 0 | 6 | 0% | 3% | . | -5 | 8
28 | O=[N+]([O-])c1cccc(-c2nc3ccccc3s/c2=N/O)c1 | -1.1% | 4% | -7 | 1 | -12% | -16% | -28 | -10 | -8
29 | CCCc1nc2oc3c(NCC4CCCO4)ncnc3c2c2c1COC(C)(C)C2 (centres undefined) | 3.4% | -3% | 2 | 4 | -1% | 1% | -5 | 7 | -7
30 | O=Cc1ccc(OC2OCCOC2Oc2ccc(C=O)cc2)cc1 (centres undefined) | 1.2% | -4% | -8 | 6 | 2% | 4% | -4 | -18 | -1
31 | Cn1c(=O)oc2cc(S(=O)(=O)NCc3ccc(F)cc3)ccc21 | -1.2% | -1% | -7 | 8 | 1% | -2% | 4 | -16 | 6
32 | NC(=O)c1nn(CC(=O)Nc2ccc3c(c2)OCO3)cc1[N+](=O)[O-] | -0.4% | -3% | -7 | 2 | 9% | 1% | 16 | -17 | -2
33 | CCOc1ccc(Br)cc1C1=NN(C(C)=O)C(c2ccc([N+](=O)[O-])s2)O1 (centres undefined) | 2.8% | -4% | -5 | 2 | ? | -29% | 1 | -6 | -2
34 | O=C1CCc2cc(S(=O)(=O)NC(Cc3ccccc3)C(=O)NCCC3=CCCCC3)ccc2N1 (centres undefined) | 0.0% | -1% | -6 | 2 | -4% | -5% | . | 8 | 4
35 | COc1ccccc1Nc1nc(=O)[nH]nc1C | -2.6% | -2% | -3 | 0 | 5% | 4% | -10 | -10 | -3
36 | COc1ccc(-n2cnnc2SCCC#N)cc1 | -0.5% | -5% | -4 | 7 | 7% | 2% | 2 | 1 | 5
37 | COc1ccc(-n2cc(CNC3CCOCC3)c(-c3cccc(F)c3)n2)cc1 | -0.2% | 3% | -2 | 14 | 1% | 1% | -22 | -14 | 0
38 | CC(C(=O)NC1CCCC1)N(C(=O)c1snc(C(N)=O)c1N)c1ccc2c(c1)OCCO2 (centres undefined) | -0.1% | -2% | 0 | 8 | -7% | 0% | 7 | 0 | -4
39 | Cc1ccc(C)c(N(CC(=O)NCc2ccco2)C(=O)CCC(=O)Nc2nccs2)c1 | -2.9% | -2% | 2 | 1 | -16% | -4% | 0 | 3 | 6
40 | Cc1cc(=O)n(CC(=O)N2CCN(c3ccc(F)cc3)CC2)c2c1c(C)nn2C | 9.1% | -2% | -5 | 10 | 1% | 2% | . | -8 | -7
41 | COC(=O)c1ccc2c(=O)[nH]c(COC(=O)CCC(=O)c3ccc(Cl)cc3)nc2c1 | 14% | 1% | -4 | 0 | 6% | 1% | 12 | 2 | -3
42 | COc1cccc(-c2ccc(C#N)c(SCC(=O)NCCc3ccc(Cl)cc3)n2)c1 | 26% | 0% | -1 | 10 | 11% | 0% | -4 | -3 | -1
43 | O=C(COc1ccccc1-c1ccccc1)c1ccccc1 | 13% | -1% | 4 | 13 | 8% | -3% | -13 | 4 | 15
44 | Cn1c(SCC(=O)NCc2cccs2)nnc1-c1ccncc1 | 1.8% | -5% | 12 | 3 | . | 0% | -16 | 31 | -3
45 | COc1ccc2o/c(=N\O)c(C(=O)Nc3ccc(C)cc3)cc2c1 | 12% | -3% | -2 | 0 | -2% | -5% | -5 | 4 | 15
46 | COc1ccc(C(C)NC(=O)c2ccncc2)cc1OC (centres undefined) | -0.6% | -4% | 1 | 0 | -14% | 0% | 8 | 3 | -1
47 | Cn1cc(C(=O)N/N=C/C(Br)=C\c2ccccc2)ccc1=O | 0.0% | -9% | . | . | -25% | ? | -5 | . | .
48 | Cc1ccc(NC(=O)CCSc2ccccc2)c(C)c1 | -1.6% | . | 5 | 0 | . | . | . | -30* | 9
49 | Cn1nc(C(=O)N2CCCCC2)c2c1-c1ccccc1S(=O)(=O)C2 | -6.7% | -3% | 1 | 2 | 2% | 3% | 1 | -6 | -5
50 | O=C(COC(=O)CNC(=O)c1ccc(Cl)cc1Cl)NC1CCCCCCC1 | 0.1% | -4% | 3 | 1 | -22% | 0% | -61* | -3 | 0

# 6 entries out of the list above, arranged by the number in D1 antag, largest number first.
cpd | molecule | D1 antag
44 | Cn1c(SCC(=O)NCc2cccs2)nnc1-c1ccncc1 | 31
45 | COc1ccc2o/c(=N\O)c(C(=O)Nc3ccc(C)cc3)cc2c1 | 4
46 | COc1ccc(C(C)NC(=O)c2ccncc2)cc1OC (centres undefined) | 3
41 | COC(=O)c1ccc2c(=O)[nH]c(COC(=O)CCC(=O)c3ccc(Cl)cc3)nc2c1 | 2
50 | O=C(COC(=O)CNC(=O)c1ccc(Cl)cc1Cl)NC1CCCCCCC1 | -3
48 | Cc1ccc(NC(=O)CCSc2ccccc2)c(C)c1 | -30*

# Molecules from the list above with bromine:
cpd | canonical_smiles | RXFP1 ag | GRP78 ERSR act | D1 potentiator | D1 agonist | Vif-A3F inh | Vif-A3G inh | RXFP1 antag | D1 antag | D2 PAM
33 | CCOc1ccc(Br)cc1C1=NN(C(C)=O)C(c2ccc([N+](=O)[O-])s2)O1 (centres undefined) | 2.8% | -4% | -5 | 2 | ? | -29% | 1 | -6 | -2
47 | Cn1cc(C(=O)N/N=C/C(Br)=C\c2ccccc2)ccc1=O | 0.0% | -9% | . | . | -25% | ? | -5 | . | .
